Mcl1 Noxa PPI = disrupts binding of human Mcl-1 to Noxa peptide; inhibition, % at 21.7 µM; 220,000 compounds, 1.5% hits; TR-FRET Mcl-1/Noxa peptide binding, 2 h;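 active = compounds that cut the protein-peptide binding signal by more than 50% relative to plate controls in a single-dose test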;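 also: His-tagged Mcl-1 with rhodamine Noxa BH3 peptide and terbium anti-His antibody; 0% = Mcl-1 plus Noxa peptide wells and 100% = peptide-only wells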
Target sequence (Q07820 whole entry, looked up): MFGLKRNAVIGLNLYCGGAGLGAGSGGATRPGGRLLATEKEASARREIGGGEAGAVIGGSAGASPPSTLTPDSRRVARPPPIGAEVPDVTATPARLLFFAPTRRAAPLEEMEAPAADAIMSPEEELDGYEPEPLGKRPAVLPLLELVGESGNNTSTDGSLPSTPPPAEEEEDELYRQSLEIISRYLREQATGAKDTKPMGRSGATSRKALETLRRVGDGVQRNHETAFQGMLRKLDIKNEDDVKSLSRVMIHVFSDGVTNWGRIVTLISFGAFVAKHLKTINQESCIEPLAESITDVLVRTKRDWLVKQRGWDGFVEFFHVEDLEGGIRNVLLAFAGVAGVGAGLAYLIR
HRas wt GTP = modulators of GTP binding to human HRas wildtype; GST-Ras wt beads, Bodipy-FL-GTP binding, flow cytometry; actives lie on both sides; GTP binding activity, % at 10 µM; 190,000 compounds, 0.14% hits; AID 759;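 active = GTP binding activity at least 20% away from the 100% baseline, either lowered as inhibitor or raised as activator; inconclusive = flagged as likely green fluorescent, judged across all proteins in the well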;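 also: 0% = unlabeled GTP competition control and 100% = no-compound control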
Target sequence (P01112 whole entry, looked up): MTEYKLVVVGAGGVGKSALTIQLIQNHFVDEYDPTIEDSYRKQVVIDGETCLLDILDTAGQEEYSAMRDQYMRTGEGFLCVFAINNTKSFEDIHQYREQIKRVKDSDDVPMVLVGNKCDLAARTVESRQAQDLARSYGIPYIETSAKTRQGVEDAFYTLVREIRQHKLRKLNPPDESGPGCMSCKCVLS
Cdc42 wt = changes GTP binding to wildtype human Cdc42; percent activity (GTP binding), % at 10 µM; P60953; GST-Cdc42 beads, Bodipy-GTP binding, flow cytometry; actives lie on both sides; 190,000 compounds, 0.2% hits;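 active = percent activity GTP binding at least 20 points away from the 100% baseline, either down as inhibitor or up as activator; inconclusive = compound flagged as likely green fluorescent from well-wide comparison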;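 also: median bead fluorescence of bound Bodipy-FL-GTP at 100 nM; 0% = excess unlabeled GTP control and 100% = no compound control; below 100% means less GTP binding so inhibitor and above means activator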
Mcl1-Bid inh = disrupts binding of human Mcl-1 to Bid peptide; TR-FRET Mcl-1/Bid-Dy647 peptide binding, 1536-well; 220,000 compounds, 0.97% hits; inhibition, % at 21.7 µM; AID 1021;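 active = compounds that cut the binding signal by more than half at the single screening dose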;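 also: His-tagged Mcl-1 with europium anti-His antibody binding Bid BH3 peptide; 0% = Mcl-1 plus peptide wells and 100% = peptide-only wells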
Mcl-1 Bim block = inhibitors of Bim-Mcl-1 interaction, human | Q07820 | Bead-based flow cytometry, Bim peptide-Mcl-1 binding | inhibition, % at 10 µM | 190,000 compounds, 0.1% hits | AID 1009; in the data active = inhibition above about 40%;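 also: 0% = no compound tracer wells and 100% = peptide blocker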
Rab7 wt GTP bind = dog Rab7 wildtype GTP binding, inhibitors and activators; GST-Rab7 beads, fluorescent GTP binding, flow cytometry; actives lie on both sides; untreated = 100%, excess cold GTP = 0%; GTP binding activity (percent of control), % at 10 µM; 190,000 compounds, 0.055% hits; AID 758;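 active = fluorescent GTP binding to Rab7 beads changed by at least 20 points from the 100% baseline, either direction, mostly lower; inconclusive = compound itself probably fluorescent, or too few beads counted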;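 also: median green fluorescence of bound Bodipy-FL-GTP per Rab7 bead population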
Rab2 wt GTP = changes GTP binding to wildtype dog Rab2A, up or down; GTP binding activity, % at 10 µM; P61105; GST-Rab2 wt beads, Bodipy-GTP binding, flow cytometry; 190,000 compounds, 0.19% hits;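 active = GTP binding activity at least 20 points away from 100%, either lowered or raised; inconclusive = signal likely due to the compound's own green fluorescence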;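 also: 0% = beads with excess unlabeled GTP and 100% = no-compound control corrected for plate trend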
Rac1 act GTP bind = alters GTP binding to activated mutant human Rac1; GST-Rac1 activated beads, fluorescent GTP binding, flow cytometry; actives lie on both sides; 100% means binding = to untreated wells; 190,000 compounds, 0.11% hits; P63000; percent activity (GTP binding), % at 10 µM;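 active = GTP binding at least 20 percentage points away from the 100% baseline, in either direction, so actives lie on both sides; inconclusive = Compound likely fluorescent itself, or too few beads counted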
RGS8-Gao reg = regulators of human RGS8-Galphao interaction | response (percent of control binding), % at 10 µM | AID 1423 | multiplexed bead flow cytometry, RGS8-Galphao binding; actives lie on both sides | P09471 | 220,000 compounds, 0.34% hits; in the data active = response below about 60% or above about 140%; inactive = in between;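 also: Galphao activated as the GDP aluminium fluoride complex binding bead-coupled RGS8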
Target sequence (P09471 whole entry, looked up): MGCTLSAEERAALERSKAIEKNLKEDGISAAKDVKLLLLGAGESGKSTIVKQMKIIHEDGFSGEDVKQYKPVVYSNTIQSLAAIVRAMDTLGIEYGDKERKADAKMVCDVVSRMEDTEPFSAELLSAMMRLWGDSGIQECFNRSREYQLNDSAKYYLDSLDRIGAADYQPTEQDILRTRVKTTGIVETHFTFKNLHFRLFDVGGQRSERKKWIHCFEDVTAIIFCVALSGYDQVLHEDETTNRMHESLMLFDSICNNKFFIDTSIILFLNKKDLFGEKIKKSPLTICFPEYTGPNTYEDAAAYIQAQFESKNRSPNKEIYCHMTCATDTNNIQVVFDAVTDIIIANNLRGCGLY
Pf gametocyte = inhibitors of late stage P. falciparum gametocyte viability; P. falciparum stage V gametocytes, ATP luminescence, 24 h; inhibition, % at 10.9 µM; 150,000 compounds, 0.065% hits; AID 743093;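 active = inhibition above the mean plus 3 SD of compounds within the control limits, set per campaign, cut at about 38% in these data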;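 also: 0% = DMSO wells and 100% = medium only without gametocytes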
Rac1 wt GTP bind = human Rac1 wildtype GTP binding, inhibitors and activators; P63000; GST-Rac1 beads, fluorescent GTP binding, flow cytometry; actives lie on both sides; 0 = cold GTP competed, 100 = untreated; GTP binding activity (% of control), % at 10 µM; 190,000 compounds, 0.27% hits; AID 757;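 active = GTP binding activity at least 20 points away from the 100% control level, either lower or higher; inconclusive = compound flagged as likely green fluorescent, judged across all proteins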
Numbers without * were called inactive; ? = inconclusive; . = no result given.

SMILES	Mcl1 Noxa PPI	HRas wt GTP	Cdc42 wt	Mcl1-Bid inh	Mcl-1 Bim block	Rab7 wt GTP bind	Rab2 wt GTP	Rac1 act GTP bind	RGS8-Gao reg	Pf gametocyte	Rac1 wt GTP bind
O=C(CSc1nc2cc(Cl)ccc2o1)N1CCOCC1	10	100	99	-20	1	97	98	97	103	-26	98
Cc1cccc(NC(=S)N(CCCN2CCCC2)Cc2cccn2Cc2ccc(Cl)cc2)c1	16	98	99	-57	-1	101	98	99	101	-4	102
CN1C[C@@H]2C[C@@H](C3=Cc4cc(Cl)ccc4OC3)N3CCC[C@@]23C1=O	-6	96	96	-45	-5	92	96	96	100	-1	100
COc1ccc(/C=C2\SC(=S)N(C(Cc3ccccc3)C(=O)O)C2=O)cc1 (stereo not given)	14	87	86	9	3	88	87	84	100	-6	86
CCc1c(C)nc2ncnn2c1Nc1ccc(C(C)=O)cc1	9	97	98	-27	1	97	97	98	98	.	99
NC(=O)c1ccccc1NS(=O)(=O)Cc1ccc(Cl)cc1	-12	96	96	23	-1	94	94	95	101	24	98
Cc1cc(C(=O)NC2CC2)c2ccccc2n1	9	96	101	3	3	96	100	96	96	-14	103
CCn1c(=O)n(CC)c2cc(S(=O)(=O)N3CCCCC3)c(C)cc21	1	98	96	-22	2	96	96	97	100	.	98
CC(C)C(CCN1C(=O)CCC1=O)C1CCOC(C)(C)C1 (stereo not given)	-31	98	98	-4	32	96	96	95	101	.	96
CCCC(=O)C1CCN(Cc2ccccc2)CC1	8	104	104	-16	-1	102	106	101	102	.	109
CCOc1cc(C2C(C(=O)c3ccc(C)o3)=C(O)C(=O)N2CCc2ccccc2)ccc1O (stereo not given)	-7	94	92	-75	0	101	102	98	103	12	96
Cn1c(=O)c(C(=O)COc2ccc(F)cc2Cl)c(N)n(Cc2ccccc2)c1=O	8	106	103	0	-5	114	111	101	101	1	103
CC(C)C(=O)Nc1cc(S(=O)(=O)Nc2ccc(Cl)cc2)ccc1Cl	12	96	101	21	0	97	97	95	104	-20	99
CCC1(C)Cc2c(sc3nc(SC)nc(NCCN(C)C)c23)CO1 (stereo not given)	29	100	101	-16	0	101	101	98	103	19	98
COc1ccccc1CN1CCN(S(=O)(=O)c2ccccc2)CC1	38	102	102	39	-2	101	102	101	99	.	105
CCN(CC)S(=O)(=O)c1ccc(N2C(=O)CC2(/C=C/c2ccccc2)C(=O)NC2CCCC2)cc1 (stereo not given)	8	102	101	-12	0	98	101	102	108	8	106
Nc1nonc1OCCc1ccccc1	-1	101	103	-8	0	97	101	101	102	.	104
Cc1nc2nc(-c3ccc(Cl)cc3)[nH]n2c(=O)c1Cc1ccccc1	2	100	99	10	0	100	99	97	99	.	101
O=C(CSc1ccccc1)Nc1ccccc1C(=O)N1CCCC1	15	99	95	-12	8	103	99	97	96	-3	99
CCn1c(SCC(=O)NCc2ccco2)nc2c1c(=O)n(C)c(=O)n2C	-9	98	96	-63	0	99	97	95	88	.	97

A stretch from the list above:
SMILES	Mcl1 Noxa PPI	HRas wt GTP	Cdc42 wt	Mcl1-Bid inh	Mcl-1 Bim block	Rab7 wt GTP bind	Rab2 wt GTP	Rac1 act GTP bind	RGS8-Gao reg	Pf gametocyte	Rac1 wt GTP bind
Cc1cc(C(=O)NC2CC2)c2ccccc2n1	9	96	101	3	3	96	100	96	96	-14	103
CCn1c(=O)n(CC)c2cc(S(=O)(=O)N3CCCCC3)c(C)cc21	1	98	96	-22	2	96	96	97	100	.	98
CC(C)C(CCN1C(=O)CCC1=O)C1CCOC(C)(C)C1 (stereo not given)	-31	98	98	-4	32	96	96	95	101	.	96
CCCC(=O)C1CCN(Cc2ccccc2)CC1	8	104	104	-16	-1	102	106	101	102	.	109
CCOc1cc(C2C(C(=O)c3ccc(C)o3)=C(O)C(=O)N2CCc2ccccc2)ccc1O (stereo not given)	-7	94	92	-75	0	101	102	98	103	12	96
Cn1c(=O)c(C(=O)COc2ccc(F)cc2Cl)c(N)n(Cc2ccccc2)c1=O	8	106	103	0	-5	114	111	101	101	1	103
CC(C)C(=O)Nc1cc(S(=O)(=O)Nc2ccc(Cl)cc2)ccc1Cl	12	96	101	21	0	97	97	95	104	-20	99
CCC1(C)Cc2c(sc3nc(SC)nc(NCCN(C)C)c23)CO1 (stereo not given)	29	100	101	-16	0	101	101	98	103	19	98
COc1ccccc1CN1CCN(S(=O)(=O)c2ccccc2)CC1	38	102	102	39	-2	101	102	101	99	.	105
CCN(CC)S(=O)(=O)c1ccc(N2C(=O)CC2(/C=C/c2ccccc2)C(=O)NC2CCCC2)cc1 (stereo not given)	8	102	101	-12	0	98	101	102	108	8	106
Nc1nonc1OCCc1ccccc1	-1	101	103	-8	0	97	101	101	102	.	104
Cc1nc2nc(-c3ccc(Cl)cc3)[nH]n2c(=O)c1Cc1ccccc1	2	100	99	10	0	100	99	97	99	.	101

(listing goes on)
SMILES	Mcl1 Noxa PPI	HRas wt GTP	Cdc42 wt	Mcl1-Bid inh	Mcl-1 Bim block	Rab7 wt GTP bind	Rab2 wt GTP	Rac1 act GTP bind	RGS8-Gao reg	Pf gametocyte	Rac1 wt GTP bind
Cc1cc(-c2nn(-c3ccccc3F)cc2CN2CCCC(CO)C2)c(C)s1 (stereo not given)	6	98	100	3	-1	99	98	100	99	.	97
O=C(CN1C(=O)CSC1=O)N1CCc2ccccc2C1	8	97	98	-8	0	99	98	93	101	2	95
O=C(Nc1ccc(S(=O)(=O)N2CCCCC2)cc1)c1cnccn1	12	105	106	-15	0	108	104	101	106	-4	111
CN(C)c1ccc(/C=N/N=C2/SC(CC(=O)O)C(=O)N2c2ccc(O)cc2)cc1 (stereo not given)	34	97	94	-8	-1	109	98	96	100	.	98
CC(=O)Nc1cccc(/C(C)=N/NC(=O)c2ccc3c(c2)OCO3)c1	-1	96	96	-50	0	96	97	96	100	-31	97
CCCCOC(=O)c1ccc(NS(=O)(=O)c2cc(-c3nnnn3CC)ccc2OC)cc1	-5	97	96	7	-3	97	93	94	101	.	96
CCCCNc1cnn(-c2ccccc2)c(=O)c1Cl	6	99	97	-10	-2	104	98	94	103	9	100
O=C(/C=C/c1ccc[nH]1)c1ccc(F)cc1	6	95	94	-35	0	98	96	94	108	.	95
COc1ccc(NC(=S)NCCCN2CCCC2=O)c(OC)c1	-3	97	98	-48	-1	92	98	98	101	-36	102
COc1cc(C(=O)N2CCN(C(=O)c3ccco3)CC2)cc(OC)c1OC	-9	98	100	-9	0	97	99	99	92	-4	100

Next part, overlapping the part above by two compounds.
SMILES	Mcl1 Noxa PPI	HRas wt GTP	Cdc42 wt	Mcl1-Bid inh	Mcl-1 Bim block	Rab7 wt GTP bind	Rab2 wt GTP	Rac1 act GTP bind	RGS8-Gao reg	Pf gametocyte	Rac1 wt GTP bind
COc1ccc(NC(=S)NCCCN2CCCC2=O)c(OC)c1	-3	97	98	-48	-1	92	98	98	101	-36	102
COc1cc(C(=O)N2CCN(C(=O)c3ccco3)CC2)cc(OC)c1OC	-9	98	100	-9	0	97	99	99	92	-4	100
COc1ccc(NC(=O)CN2C(=O)c3cccc4cccc2c34)c(OC)c1	1	99	100	0	-2	100	99	99	102	.	99
CCCOC(=O)c1ccc(NC(=O)c2cc(OC)c(OC)c(OC)c2Br)cc1	12	100	100	-10	-2	100	98	98	74	20	101
COc1ccc([N+](=O)[O-])cc1NC(=O)C(C)c1ccccc1 (stereo not given)	5	101	104	-26	-3	99	103	103	103	-12	107
CC(NC(=O)c1ccc(C(F)(F)F)cc1)C(c1ccccc1)N1CCOCC1 (stereo not given)	3	98	96	-19	-1	97	98	96	104	-10	99
Cc1ccc(S(=O)(=O)N2CCCC(C(=O)NC3=NCCS3)C2)cc1 (stereo not given)	5	103	103	-14	-2	100	104	101	97	.	100
O=S(=O)(c1cccc2cccnc12)N(CCO)CCO	3	98	100	1	-1	103	100	98	103	.	105
COc1ccc(Nc2nc(N)nc(CSc3nccc(C)n3)n2)cc1	21	96	94	-7	0	99	95	93	99	.	92
CC(NC(=O)c1cccc(S(=O)(=O)N2CCN(C)CC2)c1)C1CC2CCC1C2 (stereo not given)	-1	97	95	-18	0	95	96	94	103	6	96
COCCC(=O)N1CCCC(CCC(=O)NCc2ccc(F)c(F)c2)C1 (stereo not given)	-2	100	97	-43	-1	103	99	96	101	-9	101
Cc1cccc(OCc2nnc(N)s2)c1C	-7	100	98	-9	-1	101	98	96	102	-70	98
CCOC(=O)c1ccc(-n2c(CC)nc3ccccc3c2=O)cc1	8	93	94	-4	-2	93	93	96	103	.	95
Cc1oc2ccc(NS(=O)(=O)c3ccccc3)cc2c1C(=O)Nc1ccccc1	12	99	102	2	0	98	101	100	100	-1	103
Cc1cccc(CC(C)NC(=O)CCc2nnc(-c3ccccc3)o2)n1 (stereo not given)	8	95	98	-9	-1	95	97	96	100	-3	94
Cc1nc(S(=O)(=O)c2ccc(Cl)cc2Cl)nc2c1CCC2	4	101	98	-14	-4	102	101	99	104	.	103
c1ccc(Cn2nnc3c(NCCN4CCOCC4)ncnc32)cc1	-7	101	100	4	-7	98	100	98	119	.	98
O=C(NC1CCOC1)c1ccc(OC2CCN(CCc3ccccc3)CC2)cc1 (stereo not given)	0	102	104	-2	9	111	103	99	104	0	108
C=C(C)Cn1cnc2cc(C)c(C)cc21	-3	95	97	-33	3	97	98	96	101	-20	99
COC(=O)c1coc(-c2ccc(OC)cc2)c1C(=O)OC	5	103	102	-22	0	103	102	99	105	13	103
CC(=O)c1cccc(NC(=O)c2noc3c2CCc2ccccc2-3)c1	-13	101	98	-17	2	107	104	97	104	-3	98
CC1(C)C2CCC13CS(=O)(=O)N[C@@H]3C2 (stereo not given in full)	17	103	104	-16	0	101	103	99	101	.	105
CN1CCC(N(C)C(=S)NC(=O)C23CC4CC(CC(C4)C2)C3)CC1	17	99	100	-12	-3	100	99	99	101	1	103
COc1ccc(CCNC(=O)c2ccccc2Cl)cc1OC	3	?	?	-16	-4	?	?	?	101	-13	?
CCC(=O)Nc1cccc(-n2nnnc2SCC(=O)N(C(C)C)C(C)C)c1	-6	101	101	-10	-3	101	102	100	102	15	104
C/C(=N\NC(=O)CN1CCN(Cc2ccc(C)cc2)CC1)c1ccncc1	36	100	99	2	-5	98	99	100	101	-21	103
CCN1CCN(C(=S)Nc2cccc(C(F)(F)F)c2)CC1	13	97	96	2	-3	99	94	98	92	-16	103
